NLRP3 yeast inh – NALP3 inflammasome inhibitors in reconstituted yeast, primary screen, luminescence, uHTS | Yeast reconstituted NLRP3/ASC/caspase-1, beta-gal luminescence, 24 h | AID 2825, 2010 | 0.39% of 330,000 active | inhibition, % at 10 µM;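 active means inhibition of 50% or more; inactive means inhibition below 50%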;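 further: plate controls were induced DMSO wells for no effect and uninduced yeast grown without galactose for full effect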
GRIN3A LBD mod – binders of NR3A ligand-binding domain, primary screen, biophysical, differential scanning fluorimetry, uHTS; Glutamate receptor ionotropic, NMDA 3A (GRIN3A) ligand-binding domain; NR3A LBD differential scanning fluorimetry, Tm shift; 0% = protein alone, 100% = glycine-bound protein; Tm shift relative to glycine control, % at 25 µM; 2.5% of 340,000 active;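 active means melting temperature shift of at least 10% of the positive control shift, at one fixed dose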
APJ antagonist – antagonists of human apelin receptor APJ, primary screen, CHO-K1 cells, beta-arrestin complementation, luminescence; inhibition, % at 20 µM; 0.32% of 330,000 active; P35414;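 active means inhibition above about 40% at 20 µM, limit read from the data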;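 further: cells challenged with 10 nM apelin-13 agonist together with compound; plate controls were apelin-13 plus DMSO wells for no effect and DMSO wells lacking apelin-13 for full effect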
Target sequence (P35414 whole entry, looked up): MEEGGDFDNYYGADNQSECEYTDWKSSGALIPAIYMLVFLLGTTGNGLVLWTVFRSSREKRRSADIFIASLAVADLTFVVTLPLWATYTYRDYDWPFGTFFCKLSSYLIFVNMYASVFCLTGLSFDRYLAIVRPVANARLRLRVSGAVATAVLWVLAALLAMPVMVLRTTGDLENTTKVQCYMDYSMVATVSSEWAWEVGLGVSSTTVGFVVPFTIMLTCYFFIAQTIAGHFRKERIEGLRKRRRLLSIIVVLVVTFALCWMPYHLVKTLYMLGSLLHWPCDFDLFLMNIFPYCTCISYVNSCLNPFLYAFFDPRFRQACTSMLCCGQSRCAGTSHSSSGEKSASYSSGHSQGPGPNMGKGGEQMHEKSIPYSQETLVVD
MPTP inh – mitochondrial permeability transition pore inhibitors, primary screen, biochemical, isolated mouse mitochondria, absorbance; Ca2+ swelling absorbance, 30 min; inhibition, % at 10 µM; 1.4% of 360,000 active; AID 602449, 2012;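 active means inhibition of 50% or more, scaled per plate between neutral and stimulator controls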;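 further: 0% = DMSO wells given calcium and 100% = 1 mM EGTA wells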
tim10-1 inh – growth inhibitors of tim10-1 mutant yeast, primary screen, luminescence, uHTS; 2.2% of 330,000 active; S. cerevisiae tim10-1 ts strain growth, BacTiter-Glo, 24 h; inhibition, % at 20 µM;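 active means inhibition of at least 40%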;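 further: mutant grown at 25 °C; 0% = DMSO wells with yeast and 100% = wells holding no yeast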
TIM10 inh – growth inhibitors of isogenic TIM10 control yeast, primary screen, counter-screen for tim10-1 yeast inhibitor project, luminescence, uHTS; 1.4% of 330,000 active; S. cerevisiae TIM10 strain growth, BacTiter-Glo luminescence, 24 h; inhibition, % at 10 µM;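 active means inhibition of 40% or more at the single tested concentration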;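 further: wild-type TIM10 isogenic control strain grown at permissive 25 °C; 0% = DMSO yeast wells and 100% = minimal medium wells without yeast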
APJ agonist – agonists of human apelin receptor APJ, primary screen, CHO-K1 cells, PathHunter beta-arrestin, luminescence; P35414; 0% DMSO wells, 100% apelin; activation, % at 20 µM; 0.11% of 330,000 active; AID 2520, 2010;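 active means activation more than six SD over the plate average, tested at 20 µM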;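 further: 0% = DMSO alone and 100% = apelin-13 at 10 nM; some results filed as inactive read as strong as hits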
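Incubation: overnight seeding, 90 min compound at 25 °C, 1 h detection; test system: PathHunter CHO-K1 APJ (AGTRL-1) beta-arrestin reporter cells; amount: 1000 cells/well; doses: one dose, 20 µM compound, 1% DMSO; measured by: beta-gal luminescence; measure: agonist-driven arrestin binding to APJ; benchmarks: negative DMSO alone, positive Apelin-13 at 10 nM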
tim23-1 inh – growth inhibitors of tim23-1 mutant yeast, primary screen, luminescence, uHTS; S. cerevisiae tim23-1 growth, BacTiter-Glo luminescence, 24 h; inhibition, % at 20 µM; 1.3% of 330,000 active;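 active means growth inhibition of the mutant yeast at or above 50%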;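 further: temperature-sensitive mutant grown at 25 °C; plate controls were DMSO-treated mutant yeast for no effect and medium wells lacking yeast for full effect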
MIN6 prolif – inducers of MIN6 beta-cell proliferation, primary screen, ATP luminescence, uHTS | MIN6 cells proliferation, ATPlite luminescence, 48 h; cells starved in 0.2% serum; 100% = growth in 10% serum | proliferation, % at 10 µM | 0.29% of 330,000 active | AID 2380, 2010;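 active means compounds whose signal lies at least 3.5 SD above the mean of all wells on their plate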;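 further: 0% = DMSO-treated cells in low-serum medium and 100% = 10% serum control; some compounds called inactive have numbers as strong as hits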
The depositor's hits bear a star.

SMILES	NLRP3 yeast inh	GRIN3A LBD mod	APJ antagonist	MPTP inh	tim10-1 inh	TIM10 inh	APJ agonist	tim23-1 inh	MIN6 prolif
CCCCN(CCCC)C(=O)CSc1nnc(-c2cc(OC)c(OC)c(OC)c2)o1	22.7	-1.6	16.1	4.0	9.6	25.3	3.7	28.6	-5.4
N#Cc1c(N)nc(SCC(=O)NCCc2ccccc2)c(C#N)c1-c1cccs1	16.0	-9.5	17.4	2.9	1.5	8.1	-1.8	5.8	-3.0
O=C(CCC(=O)Nc1ccc(Br)cc1)N/N=C/c1ccccc1F	10.7	-5.5	11.0	1.3	-3.3	-9.0	-2.1	-2.9	0.5
O=C(NCc1cccs1)C1CC(c2ccccc2O)=NO1 (stereo not given)	28.4	-0.8	-2.3	-0.1	5.9	16.6	2.9	16.4	-0.5
O=C(O)c1cccc(NC(=S)NC(NC(=O)c2ccco2)C(Cl)(Cl)Cl)c1 (stereo not given)	6.0	2.2	20.8	0.2	2.1	5.7	1.3	-5.5	3.0
Cn1c(SCC(=O)N/N=C/c2ccncc2)nc2ccccc21	-1.3	0.6	1.2	0.9	7.2	5.4	-2.9	-9.5	-1.2
N#Cc1ccc(COC(=O)c2cccnc2Cl)cc1	-0.2	0.8	-5.9	-2.3	0.1	-4.5	-2.5	9.5	-3.1
COc1cccc2c(O)c(-c3ccccc3)c(=O)[nH]c12	-9.3	1.0	-16.6	0.8	-14.6	3.0	-4.0	7.4	-3.2
COC(=O)CCC(=O)OC1(C)C(=O)C=C2C=C(c3ccsc3)OC=C2C1=O (stereo not given)	-0.8	-9.4	3.0	3.0	23.8	2.0	14.5	5.0	-2.4
C[n+]1cn(CC(O)COCc2ccccc2)c2ccccc21 (stereo not given)	2.2	0.6	-3.6	-1.3	6.3	-0.3	-7.5	-4.4	-2.0
CN(C(=O)COC(=O)c1ccc(Br)c(S(=O)(=O)N2CCOCC2)c1)C1CCCCC1	7.8	3.4	3.7	-0.2	13.0	3.4	-1.1	26.5	-0.7
COc1ccc(Cl)cc1S(=O)(=O)Nc1ccc(Cl)cn1	23.8	1.2	8.1	0.0	-28.6	-7.5	-1.4	9.1	-0.6
CCOC(=O)c1c(C)[nH]c(C)c1C(=O)COC(=O)c1ccc(OC)c(OC)c1	9.7	0.4	11.3	-0.5	-0.1	2.8	-0.6	6.2	2.8
NS(=O)(=O)c1cccc(NC(=O)CSc2nnc(-c3ccncc3)n2C2CC2)c1	-6.0	0.3	9.9	-0.9	-8.8	7.6	-4.2	1.2	-3.7
Cc1nc(=O)c(-c2ccccc2)c(C)n1-c1cccc(/C=C/C(=O)O)c1	-9.2	2.7	-9.5	0.2	7.9	-7.2	-3.7	-3.8	-1.4
CCn1c(SCC(=O)Nc2ccc(C)cc2)nc2sc3c(c2c1=O)CCN(C)C3	13.1	-0.7	19.0	-0.1	26.8	0.1	-3.1	15.5	-5.8
CON(C)C(=O)CC1(CN(Cc2ccccc2)C(=O)OC(C)(C)C)CCCCC1	14.2	3.2	10.5	-2.5	9.0	12.9	-2.7	31.9	-1.9
O=C(NCCN1CCOCC1)c1ccc2c(c1)N(Cc1ccc(F)cc1)C(=O)c1ccccc1S2(=O)=O	-2.6	0.7	-9.8	-0.1	-5.9	-21.7	-4.8	-16.4	-1.9
CCNS(=O)(=O)c1cccc(C(=O)c2c(C)cc3ccccn23)c1	3.7	-1.9	-26.5	3.7	19.9	15.9	-1.1	29.4	-2.6
COc1ccc(C(=O)N/N=C/c2ccccc2OC(=O)c2ccccc2)cc1	14.7	0.6	-10.5	-1.0	19.5	33.4	-2.1	27.9	-5.5
Cn1c(=O)[nH]c(=O)c2c1nc(SCC(O)CO)n2Cc1ccccc1Cl (stereo not given)	-2.6	-3.3	-12.4	-0.3	-7.1	-0.9	-3.9	-3.0	-0.6
O=C(Cn1cc(C(=O)C(F)(F)F)c2ccccc21)Nc1ccccc1F	8.2	-5.2	-10.6	1.1	-3.0	5.8	-4.0	-5.3	-4.8
CCc1ccc(NC(=S)Nc2cc(C(=O)O)ccc2N2CC3CC(C2)c2cccc(=O)n2C3)cc1 (stereo not given)	22.0	-10.5	17.6	-0.3	0.7	6.8	-3.1	27.6	-5.7
CCNC(=S)N(CCN(CC)CC)Cc1cc2cc3c(cc2[nH]c1=O)OCO3	10.3	-2.2	12.3	-0.1	9.7	0.4	-5.1	10.9	2.2
CCCNC(=S)Nc1ccc(Nc2ccccc2)cc1	24.6	4.1	-23.7	0.9	42.4*	1.0	-1.0	24.8	-3.5
Cc1ccc(Nc2nc(N)nc(CN3CCc4ccccc4C3)n2)cc1	2.2	-8.4	-11.3	-0.9	24.5	22.1	-3.3	17.6	-4.0
COc1ccc(CCNC(=O)CSC2=NS(=O)(=O)c3cc(Cl)ccc3N2)cc1OC	23.6	-1.2	12.8	-0.1	13.8	3.3	-3.5	7.6	-6.6
CC1CN(CC(=O)NCc2ccc(Cl)cc2)CC(C)O1 (stereo not given)	8.0	-0.2	9.3	-0.7	15.4	5.8	1.1	5.4	0.7
c1ccc(-c2nn3cnnc3c3ccccc23)cc1	9.2	-0.8	9.6	-1.9	-30.2	-50.2	-2.1	-11.4	2.9
CCn1nc(C(=O)N2CCN(Cc3ccc4c(c3)OCO4)CC2)c2ccccc2c1=O	7.8	-0.6	-5.9	1.3	18.8	21.9	-1.6	12.0	-2.3
COc1cc(/C=C(\C#N)C(=O)Nc2ccc3c(c2)OCCO3)ccc1O	-7.7	6.8	0.9	0.3	6.3	3.5	-2.1	24.2	-3.3
CN(CC(=O)Nc1cccc(F)c1)C(=O)CCCc1cccs1	-9.7	-0.4	-6.3	-0.5	6.1	1.9	-3.1	-6.6	3.4
CN(C(=O)c1cc(COc2ccc(F)c(F)c2)on1)C1CCOC1 (stereo not given)	10.7	1.6	-9.3	-1.1	14.1	-3.3	5.4	7.5	0.4
O=C(CSc1nc(O)cc(=O)n1-c1ccccc1)Nc1nc2ccccc2s1	-1.5	-1.7	0.3	0.3	3.1	-4.9	-4.6	21.4	-0.1
Cc1nn(C)c(C)c1/C=C(/C(=O)C(C)(C)C)n1cncn1	-9.2	-0.2	19.8	3.1	16.7	6.7	-5.1	13.1	-0.6
Cc1cnc(C(=O)OCC(=O)c2ccc(C3CCCCC3)cc2)cn1	8.4	1.8	26.1	1.7	-2.0	1.8	-3.5	6.4	-4.5
O=C(NCCCO)c1c(O)c2cccc3c2n(c1=O)CCC3	25.6	1.7	-2.7	-0.5	25.0	30.4	-1.4	40.5	-7.0
CC(C)(C)C(=O)NC(=S)NNC(=O)C(c1ccccc1)c1ccccc1	46.4	-1.2	22.9	92.2*	32.3	25.3	-5.4	7.4	-5.6
COc1ccc(OC)c(NC(=O)C(CCS(C)(=O)=O)NC(C)=O)c1 (stereo not given)	3.6	-2.9	-3.9	-0.6	5.5	2.5	0.9	7.9	0.0
CC1(C)O[C@@H]2[C@H](O1)[C@@H](CO)O[C@H]2n1ccc(=O)[nH]c1=O	9.1	-0.2	-0.2	-1.0	-10.8	0.6	-2.6	-5.3	-2.4
O=C(CSc1nnc(-c2ccccc2)o1)N1CCOCC1	13.6	-1.7	22.0	-1.5	12.8	-2.7	7.9	7.8	0.8
COC(=O)c1ccc(NC(=O)c2cc(-c3ccccn3)nc3ccccc23)cc1	-13.8	-6.0	10.0	0.0	-1.2	-21.3	-0.6	-28.0	7.5*
Cc1ccc(-n2nc(C)c(C(=O)N3CCN(C(=O)c4ccco4)CC3)c2-n2cccc2)cc1	7.4	0.0	22.5	-1.0	19.4	2.2	-2.8	14.6	0.9
CCOC(=O)N1CCN(S(=O)(=O)c2ccc(F)c(C(=O)Nc3cccc(C)c3C)c2)CC1	11.8	0.1	1.7	-1.1	28.5	-6.5	1.2	4.6	-3.3
O=C(CCCN1C(=O)C(c2ccccc2)Oc2cccnc21)NCCc1ccc(Cl)cc1 (stereo not given)	14.2	-2.4	18.6	4.0	9.2	8.7	-3.8	3.0	-2.4
CC[C@H](C)[C@H](NC(N)=O)C(=O)NCCc1ccc(OC)cc1	6.6	-2.9	-7.3	-0.1	-7.6	-13.2	-5.4	-2.7	-2.6
O=C(c1cc2ccccc2oc1=O)N(Cc1cccs1)Cc1ccccc1Cl	18.2	1.4	17.4	1.1	26.7	20.5	-3.7	24.1	-3.1
O=C(CSc1nnc(CNC(=O)c2c(F)cccc2Cl)o1)NC1CCCCC1	2.3	-1.9	25.0	0.2	-4.7	-11.9	-1.5	-10.4	1.3

Single records, as listed above. Values in the order: NLRP3 yeast inh | GRIN3A LBD mod | APJ antagonist | MPTP inh | tim10-1 inh | TIM10 inh | APJ agonist | tim23-1 inh | MIN6 prolif
`O=C(CCCN1C(=O)C(c2ccccc2)Oc2cccnc21)NCCc1ccc(Cl)cc1` (stereo not given) is listed as 14.2 | -2.4 | 18.6 | 4.0 | 9.2 | 8.7 | -3.8 | 3.0 | -2.4
`Cc1ccc(-n2nc(C)c(C(=O)N3CCN(C(=O)c4ccco4)CC3)c2-n2cccc2)cc1` is listed as 7.4 | 0.0 | 22.5 | -1.0 | 19.4 | 2.2 | -2.8 | 14.6 | 0.9
`O=C(CSc1nnc(CNC(=O)c2c(F)cccc2Cl)o1)NC1CCCCC1` is listed as 2.3 | -1.9 | 25.0 | 0.2 | -4.7 | -11.9 | -1.5 | -10.4 | 1.3

The list goes on:
SMILES	NLRP3 yeast inh	GRIN3A LBD mod	APJ antagonist	MPTP inh	tim10-1 inh	TIM10 inh	APJ agonist	tim23-1 inh	MIN6 prolif
C=CCOc1ccc(CNn2nnnc2N)cc1	5.3	0.2	2.9	2.5	-0.8	-25.1	-4.8	-7.1	-1.6
NS(=O)(=O)c1ccc(NC(=S)NC2CCCCC2)cc1	-16.2	-19.8	7.5	-0.8	28.0	17.0	-3.1	1.7	2.3
CC1CCC2(CC1)NC(=O)N(CC(=O)NCc1ccc(Cl)cc1)C2=O (stereo not given)	5.0	0.2	-1.1	-1.7	-14.2	-9.5	-3.1	-0.8	-4.2
CCOC(=O)c1c(CS(=O)(=O)c2ccccc2)n(C)c2cc(Br)c(O)cc12	7.3	-15.5	-0.3	1.7	1.2	-9.6	-0.6	3.7	-3.2
CC1(C)Cc2c(c(-c3ccco3)[nH]c(=O)c2C#N)CS1	1.8	-0.1	-0.6	-1.3	10.7	8.3	-1.2	11.0	-2.3
OCCN1CCN(CC(O)COCc2ccc3c(c2)OCO3)CC1 (stereo not given)	-4.1	10.7*	10.9	-1.8	-12.4	-1.0	4.0	6.8	-1.7
O=C(c1ccccc1)C1CCN(C(=O)c2c(F)cccc2F)CC1	15.3	-0.7	-14.3	1.5	-7.2	-18.8	-2.7	10.0	-0.9
COc1ccccc1NC(=S)NNC(=O)c1cc(C)n(C)n1	9.5	2.8	20.1	-1.5	7.9	13.9	-3.6	10.8	0.1
CC[C@@]1(c2ccccc2OC)C(=O)N(C(=O)OC)N1C(=O)OC	11.0	0.6	11.2	0.4	8.8	9.1	-3.2	0.4	3.6
CC1CN(S(=O)(=O)c2ccc(C(=O)Nc3sccc3C(N)=O)cc2)CC(C)O1 (stereo not given)	-0.9	-4.3	17.9	3.9	12.9	15.6	1.4	18.2	-2.5
CCN1CCCC1CNc1ccc(S(C)(=O)=O)cc1[N+](=O)[O-] (stereo not given)	5.6	-1.8	-2.0	-0.5	-13.3	3.0	1.9	-2.3	0.9
